TWEAK-Fn14 inh = inhibitors of TWEAK-Fn14 interaction signaling. TWEAK-stimulated Fn14 reporter cells, luciferase luminescence, 8 h. inhibition, % at 10 µM. 2% of 360,000 active. AID 1159606; in the data active = inhibition above about 50%
KKLEB cytotox = CF airway cell cytotoxicity counter-screen; KKLEB CF airway cells viability, ATPlite luminescence, overnight; active compounds read low; cells stimulated with P. aeruginosa culture filtrate; activity change (cytotoxicity), % at 5 µM; 0.36% of 360,000 active;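 active = corrected activity change at or below -50% at 5 µM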
HIF-2a inh = inhibitors of HIF-2a; 786-0 RCC cells HIF-2a reporter, luciferase luminescence, overnight; 0.72% of 360,000 active; AID 624352; inhibition, % at 18.8 µM;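 active = inhibition of the luminescence signal of 40% or more relative to plate controls, in a single-dose primary screen at 18.75 µM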
TRAIL sens C8 = sensitizes caspase-8 expressing cells to TRAIL | NB7+C8 cells + TRAIL, ATPlite viability luminescence | inhibition (viability loss, TRAIL sensitization), % at 10 µM | 1% of 360,000 active;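 active = compounds causing at least 50% loss of cell viability in the single-dose screen, relative to plate controls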
Shn3 3UTR inh = Schnurri-3 reporter inhibition in Clone20 osteoblasts. Clone20 osteoblast Shn3 3'UTR firefly luciferase, 24 h. inhibition, % at 12.5 µM. 0.52% of 360,000 active;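 active = mean inhibition of at least 75% with every replicate also reaching 75%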;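 also: 0% = median of neutral control wells and 100% = pilot-screen positive control compound; some compounds past the cut are filed as inactive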
TROY signal inh = inhibitors of TROY-dependent NF-kB signaling | AID 1347056 | Q293 LMP1-TROYcd NF-kB luciferase reporter, 4 h | 0.98% of 360,000 active | inhibition, % at 10 µM;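 active = compounds whose plate-normalised and pattern-corrected inhibition of the luciferase reporter signal at the single screening dose is 50% or more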
NR2E3 ag-1 = NR2E3 (human) agonism; Q9Y5X4; AID 2300; GST-NR2E3/biotin-RetCOR TR-FRET, 1536-well; 0.12% of 320,000 active; inhibition of corepressor binding, % at 4.78 µM;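 active = percent inhibition above the cutoff of mean plus 3 SD of all tested compounds, set per screening campaign, cut at about 20% in these data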;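 also: 0% = DMSO wells and 100% = biotin wells as full block of FRET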
Target sequence (Q9Y5X4 whole entry, looked up): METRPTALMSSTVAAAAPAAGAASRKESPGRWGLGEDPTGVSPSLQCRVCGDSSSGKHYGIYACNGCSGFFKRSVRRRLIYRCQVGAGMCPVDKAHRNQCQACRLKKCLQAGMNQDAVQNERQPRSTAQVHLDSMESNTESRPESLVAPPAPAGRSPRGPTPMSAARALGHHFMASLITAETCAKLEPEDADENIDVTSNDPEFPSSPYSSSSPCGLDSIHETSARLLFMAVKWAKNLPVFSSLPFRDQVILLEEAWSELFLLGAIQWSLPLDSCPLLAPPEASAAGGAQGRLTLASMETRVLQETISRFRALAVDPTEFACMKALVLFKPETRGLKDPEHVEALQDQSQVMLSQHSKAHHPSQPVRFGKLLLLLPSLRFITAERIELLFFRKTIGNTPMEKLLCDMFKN
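Material: NR2E3–RetCOR corepressor complex / Amount: 1.35 nM GST-NR2E3 / Medium: Tris pH 7.5 / Compound: single nominal compound dose of 4.8 µM / Incubation: 5 h at 4 °C / Technique: TR-FRET, Eu(K)-anti-GST donor, streptavidin-D2 acceptor, ex 340, em 617/671 nm / Read-out basis: percent loss of FRET ratio relative to control wells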
Peg3 prom inh = Peg3 promoter activity inhibition. HeLa PEG-Prom luciferase reporter, luminescence, overnight. inhibition, % at 20 µM. 1.7% of 360,000 active;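 active = inhibition of at least 50% at 20 µM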
CF NFkB block = blocks PAF-induced NF-kB reporter in cystic fibrosis cells. KKLEB NF-kB-GFP reporter, GFP fluorescence overnight. inhibition, % at 5 µM. 0.86% of 360,000 active. AID 588850;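 active = at least 50% inhibition at 5 µM, scaled per plate between neutral and stimulator controls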;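 also: PAF is a Pseudomonas aeruginosa culture filtrate used as stimulus; plate controls were PAF-stimulated DMSO wells for no effect and unstimulated DMSO wells for full effect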
TRPM1 prom inh = MITF TRPM1 promoter inhibition in SK-MEL-5 cells; SK-MEL-5 TRPM1 promoter luciferase, 24 h; 0.83% of 330,000 active; inhibition, % at 12.5 µM;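 active = mean inhibition across replicates of 60% or more, whatever share of single replicates reaches that level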; also: values of inactives mirror those of a sister screen read the other way
NR2E3 ag-2 = agonists of human NR2E3 nuclear receptor; 0.35% of 360,000 active; AID 602229; inhibition of corepressor binding, % at 3.98 µM; Q9Y5X4; CHO-S Gal4-NCOR/VP16-NR2E3 two-hybrid, luciferase;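 active = inhibition above the mean of all tested compounds plus 3 SD, cut at about 70% in these data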;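 also: 0% = DMSO with NR2E3 transfected cells and 100% = cells lacking NR2E3 construct; higher means lower luciferase signal from less NR2E3 corepressor binding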
Starred values were filed as active, the others as inactive; . = no result given.

Screens by letter – A = TWEAK-Fn14 inh; B = KKLEB cytotox; C = HIF-2a inh; D = TRAIL sens C8; E = Shn3 3UTR inh; F = TROY signal inh; G = NR2E3 ag-1; H = Peg3 prom inh; I = CF NFkB block; J = TRPM1 prom inh; K = NR2E3 ag-2
O=C(Nc1ccc(N2CCOCC2)cc1)C1CC(=O)N(c2ccc(F)cc2)C1 (stereo not drawn)
  A = 7 | B = -2 | C = 19 | D = 4 | E = 6 | F = 2 | G = 2 | H = 7 | I = 3 | J = 1 | K = 15
O=C(Nc1ccncc1)c1cccc(F)c1
  A = 19 | B = 2 | C = 9 | D = 4 | E = 6 | F = -17 | G = 1 | H = -11 | I = 18 | J = 4 | K = -31
CC(NC(=O)C1CCCCC1)C(c1cccs1)N1CCN(C)CC1 (stereo not drawn)
  A = -6 | B = 10 | C = -1 | D = -5 | E = -23 | F = -11 | G = 3 | H = 3 | I = 1 | J = . | K = 10
Cc1occc1C(=O)N1CCN(c2ccccc2)CC1
  A = 17 | B = -10 | C = 21 | D = 3 | E = -6 | F = 19 | G = 1 | H = 4 | I = 12 | J = -19 | K = -8
Cc1ccccc1NC(=O)NCCCN1CCN(C)CC1
  A = 4 | B = 0 | C = 5 | D = -25 | E = 4 | F = -8 | G = 1 | H = 7 | I = 7 | J = 0 | K = -19
COc1ccc(CCNS(=O)(=O)c2cccc([N+](=O)[O-])c2)cc1
  A = 13 | B = -2 | C = 6 | D = -6 | E = 14 | F = -6 | G = -3 | H = -2 | I = -20 | J = -3 | K = -2
C[C@H](NC(=O)c1nc[nH]c1C(=O)N1CCNCC1)C(=O)OCc1ccccc1
  A = -10 | B = 21 | C = 6 | D = -7 | E = -19 | F = -18 | G = 1 | H = 8 | I = -28 | J = -3 | K = -17
N#Cc1ccc(NC(=O)Cn2cnc(S(=O)(=O)N3CCCCC3)c2)cc1
  A = 8 | B = -5 | C = 2 | D = 3 | E = 5 | F = -27 | G = 3 | H = 6 | I = -1 | J = 5 | K = -3
COc1cc2c(cc1NC(=O)CN(C)Cc1nc3ccccc3c(=O)[nH]1)oc1ccccc12
  A = 39 | B = 5 | C = 5 | D = 23 | E = 6 | F = 4 | G = -3 | H = 35 | I = -5 | J = -3 | K = -15
O=C1C=C(NCCc2cc(Br)c(O)c(Br)c2)C(=O)c2ncccc21
  A = 94* | B = -33 | C = 9 | D = 57* | E = 94* | F = 38 | G = . | H = 93* | I = 76* | J = 109* | K = 12
CC(C)(C)c1ccc(Cn2nnc3c(=O)[nH]c(C4CCCN(C(=O)c5ccco5)C4)nc32)cc1 (stereo not drawn)
  A = 26 | B = 2 | C = 25 | D = -13 | E = 19 | F = 14 | G = 1 | H = 20 | I = -5 | J = -9 | K = -12
CCOC(=O)c1c(S(=O)(=O)N2CCCCC2C)c(C)n(C)c1C (stereo not drawn)
  A = -19 | B = -6 | C = 4 | D = 0 | E = -2 | F = -8 | G = 0 | H = 12 | I = 5 | J = 6 | K = -12
COc1ccccc1NC(=O)CN1C(=O)C(C)SC(C)C1=O (stereo not drawn)
  A = -5 | B = 9 | C = 15 | D = 2 | E = -2 | F = -11 | G = 0 | H = 22 | I = -4 | J = -4 | K = 19
CCOCCOCN(C#N)c1nc(OC)nc(N(C)C)n1
  A = -4 | B = -15 | C = 16 | D = 2 | E = 2 | F = 4 | G = 3 | H = -6 | I = 19 | J = 4 | K = 14
COc1ccccc1-c1nc(SCC(=O)Nc2ccccc2F)n[nH]1
  A = 2 | B = -13 | C = 15 | D = 29 | E = 3 | F = -2 | G = -3 | H = 10 | I = 4 | J = 21 | K = -21
Cc1ccc(N(C(=O)C2CCCC2)C2C=CS(=O)(=O)C2)cc1 (stereo not drawn)
  A = 3 | B = -1 | C = 17 | D = -8 | E = 4 | F = -11 | G = 5 | H = 9 | I = -1 | J = 6 | K = -8
Cc1ccc2nc(SCC(=O)NCc3ccccc3Cl)nc(=O)n2c1
  A = 1 | B = -6 | C = 7 | D = -12 | E = -3 | F = -18 | G = -1 | H = 0 | I = 6 | J = -5 | K = -10
COc1ccc(-c2coc3c(CN4CCCCC4C)c(O)ccc3c2=O)cc1 (stereo not drawn)
  A = -34 | B = 5 | C = -9 | D = -1 | E = -5 | F = -6 | G = -1 | H = 14 | I = -16 | J = 17 | K = 12
Cc1ccc(CN2C(=O)CSc3ccc(C(=O)NCCN4CCOCC4)cc32)cc1
  A = -3 | B = -5 | C = 11 | D = 4 | E = -15 | F = -18 | G = 5 | H = 22 | I = 10 | J = 2 | K = -7
CCOC(=O)C1CCN(C(=O)Cn2cc(C(=O)c3ccco3)c3ccccc32)CC1
  A = 6 | B = 4 | C = 14 | D = -17 | E = -5 | F = 4 | G = 2 | H = 16 | I = -8 | J = -15 | K = -13

A second format for part of the listing above.
Each structure is followed by: TWEAK-Fn14 inh | KKLEB cytotox | HIF-2a inh | TRAIL sens C8 | Shn3 3UTR inh | TROY signal inh | NR2E3 ag-1 | Peg3 prom inh | CF NFkB block | TRPM1 prom inh | NR2E3 ag-2
> COc1ccccc1NC(=O)CN1C(=O)C(C)SC(C)C1=O (stereo not drawn)
  -5 | 9 | 15 | 2 | -2 | -11 | 0 | 22 | -4 | -4 | 19
> CCOCCOCN(C#N)c1nc(OC)nc(N(C)C)n1
  -4 | -15 | 16 | 2 | 2 | 4 | 3 | -6 | 19 | 4 | 14
> COc1ccccc1-c1nc(SCC(=O)Nc2ccccc2F)n[nH]1
  2 | -13 | 15 | 29 | 3 | -2 | -3 | 10 | 4 | 21 | -21
> Cc1ccc(N(C(=O)C2CCCC2)C2C=CS(=O)(=O)C2)cc1 (stereo not drawn)
  3 | -1 | 17 | -8 | 4 | -11 | 5 | 9 | -1 | 6 | -8
> Cc1ccc2nc(SCC(=O)NCc3ccccc3Cl)nc(=O)n2c1
  1 | -6 | 7 | -12 | -3 | -18 | -1 | 0 | 6 | -5 | -10
> COc1ccc(-c2coc3c(CN4CCCCC4C)c(O)ccc3c2=O)cc1 (stereo not drawn)
  -34 | 5 | -9 | -1 | -5 | -6 | -1 | 14 | -16 | 17 | 12
> Cc1ccc(CN2C(=O)CSc3ccc(C(=O)NCCN4CCOCC4)cc32)cc1
  -3 | -5 | 11 | 4 | -15 | -18 | 5 | 22 | 10 | 2 | -7
> CCOC(=O)C1CCN(C(=O)Cn2cc(C(=O)c3ccco3)c3ccccc32)CC1
  6 | 4 | 14 | -17 | -5 | 4 | 2 | 16 | -8 | -15 | -13

Following part.
Screens by letter – A = TWEAK-Fn14 inh; B = KKLEB cytotox; C = HIF-2a inh; D = TRAIL sens C8; E = Shn3 3UTR inh; F = TROY signal inh; G = NR2E3 ag-1; H = Peg3 prom inh; I = CF NFkB block; J = TRPM1 prom inh; K = NR2E3 ag-2
Cc1ccc(OCC(=O)N/N=C\c2cn(C)c3ccccc23)c([N+](=O)[O-])c1
  A = 20 | B = -9 | C = -9 | D = -5 | E = -10 | F = -8 | G = 0 | H = 18 | I = 2 | J = 10 | K = 4
COc1cccc2sc(Nc3nnc(-c4ccc(F)cc4)o3)nc12
  A = -12 | B = 1 | C = -142 | D = 10 | E = -13 | F = -44 | G = 5 | H = -82 | I = -1 | J = 18 | K = 21
O=C(Nc1ccc(Oc2c(F)c(F)c(F)c(F)c2F)cc1)OC1CCN2Cc3ccccc3N=C12 (stereo not drawn)
  A = 37 | B = 4 | C = 22 | D = 69* | E = 50 | F = 61* | G = 0 | H = 109* | I = -19 | J = 62* | K = -22
CC(=O)C1=C(c2ccccc2)NC(=S)NC1c1cc(Cl)c(OC(C)C)c(Cl)c1 (stereo not drawn)
  A = 6 | B = -11 | C = 20 | D = -3 | E = 13 | F = 12 | G = 1 | H = 30 | I = 3 | J = -3 | K = -25

The list is partial; count on the stated rates, not on these rows.
